# S3 lipid droplet = qHTS Assay for Lipid Storage Modulators in Drosophila S3 Cells; 320,000 compounds, 0.64% hits; Drosophila S3 cells, BODIPY lipid droplet fluorescence, 18-24 h; cells fed with added oleic acid; Potency in µM for hits, for the others lipid storage change, negative = inhibition, % at the top dose, mostly 46.1 µM; active = well fitted inhibition curve with a large enough effect in the signal ratio, with a control signal flat, not every such curve was filed as active; inconclusive = small, poorly fitted or top-dose-only effect, or effect the other way, or a change in a side signal; the % refers to the signal ratio
#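 Drosophila S3 cells got compounds at several concentrations plus oleic acid (400 uM solution). Laser-scanning cytometry with 488 nm excitation read lipid droplets at 500-530 nm and cells at 575-640 nm. Percent activity was relative to 20 uM Triacsin C.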
# S3 lipid droplet cell count max = recorded beside S3 lipid droplet, whose call it bears; cell number change, %; measured here: cell count max response;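 cells counted by Cell Tracker Red CMTPX staining in the red channel; peak over a dose series mostly up to 46.1 µM; percent activity relative to internal control wells on each plate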
# Numbers without * were called inactive; i = inactive; ? = inconclusive; nt = not tested or not shown; [ ] = dose if it differs, or a comment. % is set by controls: 0 for no effect and ±100 for the full control effect; potency is the fitted concentration of half-maximal effect.
S3 lipid droplet | S3 lipid droplet cell count max | canonical_smiles
? | nt | O=S(=O)(c1cccc(C(F)(F)F)c1)N1CCN(c2ccccc2)CC1
14% | 1 | Cc1c(/C(O)=C2/C(=O)C(=O)N(CCN(C)C)C2c2ccc(C(C)C)cc2)cnn1-c1ccccc1 (stereo not given)
1% | 9 | COc1cc(NC(=O)c2cc(C)on2)cc(C(=O)Nc2cccc(C(F)(F)F)c2)c1
-7% | 3 | C[C@@H](CN1C(=O)C(=O)NC[C@@H]1C)NC(=O)CC12CC3CC(CC(C3)C1)C2
? | nt | O=C(N/N=C\c1ccoc1)c1ccco1
-8% | nt | O=[N+]([O-])c1cccc(C(=Nc2ccccc2)NO)c1
? | nt | CCOC(=O)c1cnn(-c2cc(C)nc3c(-c4ccccc4)cnn23)c1N
? | nt | COCCc1ncc(CN2CCC(C(=O)Nc3cccc(-c4cscn4)c3)CC2)cn1
? | nt | Nc1nonc1-n1nnc(C(=O)N/N=C/c2ccoc2)c1CSc1ccccc1
-6% | -8 | O=C(Nn1cnnc1)c1ccc(Cl)cc1[N+](=O)[O-]
-5% | nt | COc1ccc(C2N=C(c3ccccc3)C(C)(C)N2O)cc1 (stereo not given)
3% | 7 | Cc1cc2c(cc1S(=O)(=O)NCc1ccc(N(C)C)cc1)OCC(=O)N2

# The closing six compounds of the section above open the next one:
S3 lipid droplet | S3 lipid droplet cell count max | canonical_smiles
? | nt | CCOC(=O)c1cnn(-c2cc(C)nc3c(-c4ccccc4)cnn23)c1N
? | nt | COCCc1ncc(CN2CCC(C(=O)Nc3cccc(-c4cscn4)c3)CC2)cn1
? | nt | Nc1nonc1-n1nnc(C(=O)N/N=C/c2ccoc2)c1CSc1ccccc1
-6% | -8 | O=C(Nn1cnnc1)c1ccc(Cl)cc1[N+](=O)[O-]
-5% | nt | COc1ccc(C2N=C(c3ccccc3)C(C)(C)N2O)cc1 (stereo not given)
3% | 7 | Cc1cc2c(cc1S(=O)(=O)NCc1ccc(N(C)C)cc1)OCC(=O)N2
-1% | -3 | CN(C)c1cccc2c1c(NC(=O)Nc1ccccc1)nn2C
9% | 3 | O=C(c1cc(-c2cccs2)on1)N1CCc2ccccc2C1
-2% | -6 | CCN1CCC[C@H]1CNC(=O)c1c(OC)ccc(Br)c1OC
? | nt | c1coc(-c2nnc(SCc3cn4ccccc4n3)o2)c1
? | nt | CCCc1nc2ccc(NC(C)=O)cc2c(=O)n1Cc1ccccc1Cl
? | nt | O=S(=O)(c1ccccc1)N(CC1CO1)c1cc(Cl)ccc1Cl (stereo not given)
i | -19 | CCOC(=O)c1c(C)nn(Cc2ccccc2)c1N
-13% | 1 | Cc1cccc(NC(=S)NC2CC3CCCC(C2)N3Cc2cccs2)c1C (stereo not given)
? | nt | CCOc1ccc(N2CCCn3c2nc2c3c(=O)n(CCc3ccccc3)c(=O)n2C)cc1
-3% | 7 | CC(=O)NC(=S)Nc1ccc(S(=O)(=O)Nc2ncccn2)cc1
23% | nt | O=C(N/N=C\C=C\c1ccc2c(c1)OCO2)C1COc2ccccc2O1 (stereo not given)
i | -5 | CCC(=O)N1CCc2cc(S(=O)(=O)CCC(=O)Nc3ccc(OC)cc3)ccc21
? | nt | COc1cc(OC)cc(C(=O)Nn2cc(C(=O)Nc3ccc(F)cc3F)c3ccccc3c2=O)c1
? | nt | O=C(COC(=O)c1ccccc1Br)NCCN1C(=O)CSC1=O
5% | -9 | Cc1ccc2nc(NNC(=O)c3ccc(S(=O)(=O)N4CCc5ccccc5C4)cc3)sc2c1
? | nt | O=C(c1ccc(S(=O)(=O)N2CCCC2)cc1)N(c1ccc(F)cc1)C1C=CS(=O)(=O)C1 (stereo not given)
9% | -7 | O=C(Oc1cccc(N2C(=O)CCC2=O)c1)c1ccccc1
22% | 113 | CC1=NNC(=O)C1CCC(=O)N/N=C/c1ccc(Cl)cc1 (stereo not given)
4% | 8 | O=C(c1ccco1)N1CCN=C1SCc1cccc(Cl)c1
? | nt | CC(C)(CO)NCC(O)Cn1cc(C=O)c2ccccc21 (stereo not given)
8% | -6 | Cc1ccc(Sc2cnccc2C#N)cc1
4% | 12 | CCC(CO)NCc1cc(OC)c(OCC(=O)NCCc2ccccc2)cc1Br (stereo not given)
? | nt | CCCC(=O)Nc1ccccc1-c1nnc(SCC)[nH]c1=O
? | nt | Cc1sc2ncn(CC(=O)NCCCC(=O)N3CCN(c4ccccc4)CC3)c(=O)c2c1C
? | nt | Cc1ccc(OCC(=O)Oc2cccc(C)c2C)cc1
? | nt | CCCCCNC(=O)C(C)NS(=O)(=O)c1ccc(OC)cc1 (stereo not given)
? | nt | COc1ccc(OC(=O)c2cccnc2)cc1
? | nt | Cc1c(C(=O)OCC(=O)NCCN2C(=O)CSC2=O)oc2c1ccc1ccccc12
12% | nt | O=C(NCCCN1CCCC1=O)c1ccc2c(c1)NC(=O)c1ccccc1S2
? | nt | CCOC(=O)N1CCN(C(=O)Nc2ccc(NC(=O)N3CCN(C(=O)OCC)CC3)cc2)CC1
? | nt | Cc1cc(=O)n2c(ccc3ccccc32)c1C#N
3% | -2 | CC(C)=CC(=O)Nc1nnc(C)s1
? | nt | Cc1ccc(S(N)(=O)=O)cc1NC(=O)C(c1ccccc1)c1ccccc1
15% | 1 | Cc1ccc2c(CSc3nnc(C4CC4)n3N)cc(=O)oc2c1
5% | 27 | CCCC1c2ccsc2CCN1C(=S)NC (stereo not given)
-10% | 6 | COc1ccc(NC(=O)C(NC(C)=O)C(=O)NCc2ccccc2)cc1 (stereo not given)

# Some of the entries so far, with each value named.
COc1ccc(OC(=O)c2cccnc2)cc1
- S3 lipid droplet: ?
- S3 lipid droplet cell count max: nt
CC(C)=CC(=O)Nc1nnc(C)s1
- S3 lipid droplet: 3%
- S3 lipid droplet cell count max: -2
CCCC1c2ccsc2CCN1C(=S)NC (stereo not given)
- S3 lipid droplet: 5%
- S3 lipid droplet cell count max: 27

# More compounds follow.
S3 lipid droplet | S3 lipid droplet cell count max | canonical_smiles
? | nt | C/C(=N\NC(=O)c1nnn(-c2nonc2N)c1C(C)C)c1cc(C)sc1C
15% | 11 | C=CCSc1ncc(C(=O)OCC)c(N)n1
i[0.0737 µM] | -5 | CC(OC(=O)CSc1ccccc1)C(=O)NC1CCCCC1C (stereo not given)
? | nt | O=C(COC(=O)COc1ccc(Br)cc1)NCc1ccccc1
13% | 8 | CC(C)C(=O)NCc1cc(-c2ccccc2)no1
i | -8 | O=C(Cn1nnc(-c2ccc(Cl)cc2)n1)NC1CC2CCC1C2 (stereo not given)
? | nt | Cc1sc2nc(C(C)C)nc(SCC(=O)NCc3ccco3)c2c1C
29µM* | -0.3* | CCc1c(C(C)S(=O)(=O)c2ccc(C)cc2)[nH]c(=O)n1-c1ccc(C)cc1 (stereo not given)
-13% | 0 | Cc1cccc(Oc2ncnc(N)c2[N+](=O)[O-])c1
? | nt | Cc1cc2c(OCC(O)CNC3CCCCC3)cccc2[nH]1 (stereo not given)
? | nt | O=C(Cn1cnc2ccccc2c1=O)NCc1ccc2c(c1)OCO2
-2% | -10 | O=C(COc1ccc(Cl)cc1Cl)Nc1cccnc1
i | -1 | CC(=O)c1cccc(N(C(=O)c2ccccn2)C(C(=O)NC2CCCCC2)c2ccccc2)c1 (stereo not given)
13% | 12 | CCN(CC)C(=O)Oc1cc(COC)nc(-c2ccccc2)n1
12% | 27 | COCCNC(=O)c1ccc(C2SCC(=O)N2Cc2ccco2)cc1 (stereo not given)
5% | -13 | CCCC(=O)N=C1SC2CS(=O)(=O)CC2N1c1ccc(CC)cc1 (stereo not given)
-5% | -9 | Cc1cc(C)cc(N(CC(=O)N2CCCC2)S(C)(=O)=O)c1
9% | -12 | N#CCCn1cc(C=C(C#N)C#N)c(-c2ccc(Cl)cc2)n1
-11% | -15 | Clc1ccc(N2N=C(c3cccs3)CC2c2ccco2)cc1 (stereo not given)
-20% | -7 | CC(Oc1ccc2cc(-c3ccccc3)c(=O)oc2c1)C(=O)NCC1CCC(C(=O)O)CC1 (stereo not given)
5% | 4 | COc1ccc(CCN(C)CC(O)COc2ccc(C(C)=O)cc2OC)cc1OC (stereo not given)
? | nt | CCNc1nc(C)c(CN(C(C)=O)c2ccccc2)nc1C#N
? | nt | CCCCN(CC)S(=O)(=O)c1ccc(C(=O)Nc2nnc(-c3cccs3)o2)cc1
? | nt | Cc1ccc(NC(=O)C2CCCN(S(=O)(=O)c3cccs3)C2)cc1 (stereo not given)
-2% | 5 | Cc1nn(C)c(=S)n1-c1ccc(Cl)cc1
? | nt | CCOC(=O)c1c(CN2CCN(Cc3ccccc3)CC2)n(C)c2cc(Br)c(OC)cc12
i | 23 | COc1ccc(CCN2C(=O)N[C@@H](C(C)C)C2=O)cc1
? | nt | CN(C)S(=O)(=O)N1CCCN(S(=O)(=O)N(C)C)CC1
? | nt | CCc1cc2c(N3CCN(c4ccccc4)CC3)ncnc2s1
i | 17 | Fc1ccccc1NC(=S)NCc1ccc2c(c1)OCO2
8% | 6 | Cc1ccnc(SCCn2c(N3CC(C)OC(C)C3)nc3c2c(=O)n(C)c(=O)n3C)n1 (stereo not given)
2% | 21 | COc1ccccc1-c1nnc(SCC(=O)NCc2cccs2)n1N
? | nt | CCCC(C)NC(=O)c1cccc(Oc2ccccc2)c1 (stereo not given)
7% | nt | COCc1cc(C)nc(N2CCOCC2)c1C#N
? | nt | O=C1C2C3C=CC(CC3)C2C(=O)N1c1cccc(Br)c1 (stereo not given)
? | nt | Cc1ccc(C)c(N2CCN(S(=O)(=O)c3cn(C)cn3)CC2)c1
i | nt | CCOc1ccc(S(=O)(=O)NCc2csc(C)n2)cc1
13% | -5 | CCOC(=O)C1CCN(C(=O)c2cccnc2Oc2ccc(Cl)cc2)CC1
? | nt | COc1cccc(/C=N/n2c(C3CCCCC3)n[nH]c2=S)c1
? | nt | O=C(c1ccc(S(=O)(=O)NCC2CCCO2)cc1)N1CCc2ccccc21 (stereo not given)
-1% | 7 | CCOC(=O)C1=NNC2(CC(=O)N(c3cccc(C)c3)C2=O)C1 (stereo not given)
9% | -5 | O=C1NC(=Nc2cccc(O)c2)S/C1=C\c1cccnc1
? | nt | Cc1ccc(C(=O)N(C)CCOc2ccccc2)cc1S(=O)(=O)N1CCCCC1
? | nt | CC(CCc1ccco1)NC(=O)c1cccc2c1C(=O)N(C1CCCCC1)C2 (stereo not given)
? | nt | COC(=O)c1ccc(CSc2nnc(NCc3ccccc3)s2)o1
i | 16 | Cc1c(OCC(=O)N2CCC(C(N)=O)CC2)ccc2c3c(c(=O)oc12)CCCC3
? | nt | Cc1ccc(-c2cc3ccccc3nc2N)cc1
? | nt | O=C(Nc1ccc2c(c1)CCC2)c1ncoc1-c1ccccc1F

# Whole records as entered above. Order of screens: S3 lipid droplet, S3 lipid droplet cell count max
# CCNc1nc(C)c(CN(C(C)=O)c2ccccc2)nc1C#N is listed as ?, nt
# Cc1ccc(OCC(=O)Oc2cccc(C)c2C)cc1 is listed as ?, nt

# The results go on:
S3 lipid droplet | S3 lipid droplet cell count max | canonical_smiles
? | nt | C/C(=N\NC(=O)c1c(Cl)cnn1C)c1ccc(NC(=O)c2ccc(Br)o2)cc1
? | nt | O=C(Nc1ccc(Cl)c(Cl)c1)Nc1nnc(CSc2ccccc2)s1
? | nt | COC(=O)c1cc(CNC(=O)c2ccccc2OCc2c(C)noc2C)ccc1OC
1% | 0 | Cc1ccc2c(c1)N(C(=O)CCC(=O)O)CCO2
-1%[9.22 µM] | -1 | COc1ccccc1C(=O)NCC(=O)NNc1ncnc(N)c1[N+](=O)[O-]
? | nt | COc1ccc(/C=N/NC(=O)c2c(-c3ccccc3)noc2C)cc1
? | nt | Cc1ccc(NC(=O)[C@H](NC(=O)[C@@H]2Cc3ccccc3CN2)c2ccccc2)cc1C
? | nt | CC(C)N(CCCNC(=O)Cn1ncc2c([nH]c3ccccc32)c1=O)Cc1ccccc1
? | nt | Oc1c(Cl)cc(Cl)cc1Sc1cc(Cl)cc(Cl)c1O
? | nt | Cc1ccc(NC2=NCC(=O)N2Cc2ccc3c(c2)OCO3)cc1
-3% | 13 | Cc1ccc(-n2c(SCC(=O)N/N=C/c3ccc(C)s3)nnc2-c2ccccc2)cc1
? | nt | CC(=O)Nc1ccc(S(=O)(=O)N2CCN(c3nc(NC4CCCC4)c4ccccc4n3)CC2)cc1
? | nt | NC(=O)NCC12CC3CC(CC(C3)C1)C2
? | nt | COc1ccc(CC(=O)Nc2c(C(N)=O)oc3ccccc23)cc1OC
? | nt | COc1cccc(CN2CC(C(=O)NC3CCCCCC3)CCC2=O)c1 (stereo not given)
4% | 20 | COC(=O)c1[nH]c2ccccc2c1NC(=O)C(C)N1CC(C)OC(C)C1 (stereo not given)
? | nt | Cc1c(Cl)ccc2sc(NC(=O)c3ccco3)nc12
? | nt | CCOc1ccc(CCNC(=O)c2ccc3nc(N4CCOCC4)sc3c2)cc1OCC
0% | 17 | COc1cccc(CC(=O)OCC(=O)NNC(=O)c2ccc([N+](=O)[O-])cc2)c1
? | nt | O=C(NCCCN1CCOCC1)c1ccc(CS(=O)(=O)c2ccc(Br)cc2)o1

# Screens: PubChem BioAssay, National Center for Advancing Translational Sciences (NCATS)

# Some of the compounds tested; the hit share may differ from the screen's.
